KB-3-1 cytotox – kills parental KB-3-1 adenocarcinoma cells | AID 1347075 | 1.4% of 400,000 active | Potency, µM (top dose mostly 46.1 µM), inactives show at the highest dose activity change, negative = cytotoxic, hits mostly cytotoxic | KB-3-1 viability, CellTiter-Glo ATP luminescence, 72 h; further: potency means the concentration at half of the fitted maximal effect; on the % scale 0 is the no-effect control and ±100 the full control effect; nearly all actives have a fitted effect of over 60% in size
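Parental KB-3-1 viability, qHTS format: 72 h compound exposure, 37 °C; CellTiter-Glo; media-only wells and DMSO plates as controls; concentration-effect fits on corrected data.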
HT1080NT lethal – kills 2HG-producing HT-1080-NT fibrosarcoma cells; HT-1080-NT fibrosarcoma viability, CellTiter-Glo ATP luminescence, 48 h; Potency, µM (top dose mostly 46.1 µM), without a hit: at the highest dose activity, negative = less viability, hits mostly cytotoxic; 1.6% of 360,000 active;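 further: NT is the 2HG producing partner of a matched IDH1 knockdown line; potency means the concentration at half of the fitted maximal effect; 0% = DMSO-treated cells and -100% = media-only wells without cells; nearly all actives have a fitted effect of over 55% in size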
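Viability of the 2HG-overproducing fibrosarcoma line after 48 hours of compound exposure at 37 degrees C was determined by luminescence with CellTiter-Glo, and concentration-effect curves were then fitted and categorized.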
IL-1B inflam inh – blocks inflammasome-driven IL-1 beta release; activity change, % at 57.5 µM; 4.7% of 360,000 active; THP-1 LPS/ATP IL-1B secretion, AlphaLISA, 16 h; stronger effect = lower value; AID 743279; in the data active means activity change below about -50%; inconclusive means mostly about -30% to -49%; further: on the % scale 0 is the no-effect control and ±100 the full control effect
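Secreted IL-1B measured by AlphaLISA bead assay after 16 h compound exposure of THP-1 cells; compounds (final up to 57.5 uM) added 1 h before LPS (250 ng/mL) and ATP (1.25 mM) stimulation; lower signal means less secretion.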
HT1080 IDH1KD tx – toxicity to HT-1080 IDH1 knockdown cells (counter line). HT-1080 IDH1 knockdown viability, ATP luminescence, 48 h. Potency, µM (top dose mostly 46.1 µM), inactives show at the highest dose activity, negative = toxicity, actives largely listed as cytotoxic. 2% of 360,000 active;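 further: potency means the concentration at half of the fitted maximal effect; 0% = DMSO wells and -100% = cell-free medium wells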
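In this qHTS, HT-1080 cells depleted of IDH1 are exposed for 48 h at 37 °C to compound titrations. Toxicity is scored from CellTiter-Glo luminescence, with DMSO as full viability and medium alone as none.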
KB-V1 MDR tox – KB-V1 MDR subline cytotoxicity | Potency, µM (highest dose often 46.1 µM), without a hit: top-dose activity change, negative = cytotoxicity, usual class: cytotoxic | KB-V1 MDR cells viability, CellTiter-Glo, 72 h | 3.4% of 400,000 active; further: potency means the concentration at half of the fitted maximal effect; on the % scale 0 is the no-effect control and ±100 the full control effect; nearly all actives have a fitted effect of over 60% in size
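Following 72 h at 37 degrees C with compound, KB-V1 cell viability was read by CellTiter-Glo luminescence, medium being phenol-red-free DMEM plus 10% FBS; concentration-response parameters came from normalized, curve-fitted qHTS data.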
DRD3 agonist – agonists of human D3 dopamine receptor; D3R DiscoveRx beta-arrestin cells, luminescence, 90 min; AID 652048; P35462; 0.58% of 410,000 active; max activation, %; in the data active means max activation above about 30%; further: 0% is about no effect; mostly tested at two doses, the higher about 12 µM
Target sequence (P35462 whole entry, looked up): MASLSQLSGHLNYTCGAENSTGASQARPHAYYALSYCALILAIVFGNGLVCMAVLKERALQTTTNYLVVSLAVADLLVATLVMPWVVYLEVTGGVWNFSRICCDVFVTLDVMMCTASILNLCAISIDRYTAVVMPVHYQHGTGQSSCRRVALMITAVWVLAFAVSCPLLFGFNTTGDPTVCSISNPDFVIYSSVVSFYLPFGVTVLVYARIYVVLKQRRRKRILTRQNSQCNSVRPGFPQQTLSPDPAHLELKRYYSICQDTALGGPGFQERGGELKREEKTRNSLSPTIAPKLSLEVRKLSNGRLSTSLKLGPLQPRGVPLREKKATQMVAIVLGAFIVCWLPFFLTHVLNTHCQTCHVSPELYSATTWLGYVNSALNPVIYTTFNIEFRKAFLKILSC
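Cells at 1500/well, incubated overnight, then treated with pinned compounds (dopamine as control) for 90 min at 37 degrees C. DiscoveRx reagent added for 30 - 60 minutes at room temperature; luminescence read.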
SW480 rerep – inducers of DNA re-replication in SW480 colon cancer cells; SW480 DNA re-replication, Hoechst DNA content imaging, 48 h; Potency, µM (highest dose often 46.1 µM), for inactives: top-dose re-replication activation, most hits filed as activators; 1.8% of 340,000 active; AID 624297; further: potency means the concentration at half of the fitted maximal effect; % of control where 0% means no effect; nearly all actives have a fitted effect of over 55% in size
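Cells (250 per well) received 23 nL compound or DMSO by pin tool and were kept 48 hr at 37 C, 5% CO2. Nuclei were then stained with Hoechst for 40 min and scanned for DNA content.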
HEK293 tox – cytotoxic in the GLP-1 receptor inverse agonist counter-screen; 0.13% of 410,000 active; Potency, µM (doses to about 38.3 µM), inactives show at the highest dose activity change, negative = inhibition, usual class: inhibitors; HEK293 cAMP-luciferase reporter cells, luminescence, 24 h;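 further: loss of luciferase light is scored as toxicity; potency means the concentration at half of the fitted maximal effect; on the % scale 0 is the no-effect control and ±100 the full control effect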
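Compound-treated cells are incubated 24 hr at 37 deg C under 5% CO2 after a 12 hour attachment period, then luciferase detection reagent is added and luminescence is measured following 12 min at room temperature; lowered signal indicates toxicity.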
MCF10A rerep – DNA re-replication induction in MCF 10a cells; MCF 10A DNA re-replication, Hoechst nuclear intensity, 48 h; Potency, µM (doses to about 46.1 µM), for inactives: top-dose activity, positive = re-replication, usual class: activators; 2.9% of 350,000 active; further: potency means the concentration at half of the fitted maximal effect; % of control where 0% means no effect; nearly all actives have a fitted effect of over 50% in size
Starred values were filed as active, the others as inactive; ? = inconclusive; nt = not tested or not shown; [ ] = another dose, or the depositor's remark. Unless noted, the call rests on the fitted dose curve; in most records, active means well fitted curve in the direction sought with a large enough effect; inconclusive means small, poorly fitted or top-dose-only effect, or another doubt; inactive means no such curve, though single readings can be large; an effect the other way counts as inactive or inconclusive. This is a random part of the collection, and some 11% of all compounds hit somewhere here.

mol	KB-3-1 cytotox	HT1080NT lethal	IL-1B inflam inh	HT1080 IDH1KD tx	KB-V1 MDR tox	DRD3 agonist	SW480 rerep	HEK293 tox	MCF10A rerep
CC(C)C1OC(CCc2ccccc2)Cc2[nH][nH]c(=O)c21 (stereo not drawn)	0%	?	-7	?	0%	1	nt	-7%	nt
O=C(Nc1ccc(OC(F)(F)F)cc1)c1cnc2n(c1=O)CCS2	?	0%	30	2%	2%	6	-5%	3%	9%
COc1cccc(CNC(=O)COC(=O)CN2C(=O)NC3(CCCCC3C)C2=O)c1 (stereo not drawn)	14%	-1%	8	3%	?	1	-10%	-1%	0%
CCOC(=O)C1CCCN(C2=NC(=O)/C(=C/c3ccc(OC)c(OC)c3)S2)C1 (stereo not drawn)	0%	8%	17	-2%	-4%	-5	4%	25%	-2%
COc1cc(OC)c(NC(=O)c2cc(S(=O)(=O)N3CCOCC3)cn2C)cc1Cl	7%	0%	-25	2%	?	-1	2%	6%	2%
O=C(CSc1nc(-c2ccc(F)cc2)cc(C(F)(F)F)n1)NCc1ccccc1	-4%	nt	nt	nt	20%	-8	nt	6%	nt
COc1ccc(CCNC(=O)C(=O)Nc2ccc(C)c(C)c2)cc1OC	-7%	nt	nt	nt	-2%	-2	nt	15%	nt
COc1ccc(NC(=O)c2c(N)c(C(=O)c3ccc(OC)cc3)n3ccccc23)cc1	7%	nt	nt	nt	12%	-9	nt	23%	nt
COC(=O)c1c(NC(=O)c2ccco2)sc(C(=O)N2CCCC2)c1C	13%	10%	-4	3%	2%	14	-1%	-16%	?
CC(=O)Nc1cccc(Oc2cc(C#N)c(C#N)cc2N2CCCCCC2)c1	?	?	-15	?	23µM*	3	-4%	?	7%
CCCCn1c(/N=C/c2ccc(N(C)C)cc2)nc2ccccc21	-29%	3%	-15	-3%	0%	-6	-3%	-8%	-1%
COc1ccccc1Oc1cn[nH]c1-c1ccc(O)cc1O	-12%	-12%	17	-9%	1%	-3	-9%	2%	-1%

Two records picked at random from the list so far:
mol	KB-3-1 cytotox	HT1080NT lethal	IL-1B inflam inh	HT1080 IDH1KD tx	KB-V1 MDR tox	DRD3 agonist	SW480 rerep	HEK293 tox	MCF10A rerep
CC(C)C1OC(CCc2ccccc2)Cc2[nH][nH]c(=O)c21 (stereo not drawn)	0%	?	-7	?	0%	1	nt	-7%	nt
CC(=O)Nc1cccc(Oc2cc(C#N)c(C#N)cc2N2CCCCCC2)c1	?	?	-15	?	23µM*	3	-4%	?	7%

Compounds above containing fluorine:
mol	KB-3-1 cytotox	HT1080NT lethal	IL-1B inflam inh	HT1080 IDH1KD tx	KB-V1 MDR tox	DRD3 agonist	SW480 rerep	HEK293 tox	MCF10A rerep
O=C(Nc1ccc(OC(F)(F)F)cc1)c1cnc2n(c1=O)CCS2	?	0%	30	2%	2%	6	-5%	3%	9%
O=C(CSc1nc(-c2ccc(F)cc2)cc(C(F)(F)F)n1)NCc1ccccc1	-4%	nt	nt	nt	20%	-8	nt	6%	nt

Going on with the list:
mol	KB-3-1 cytotox	HT1080NT lethal	IL-1B inflam inh	HT1080 IDH1KD tx	KB-V1 MDR tox	DRD3 agonist	SW480 rerep	HEK293 tox	MCF10A rerep
CN(C)S(=O)(=O)c1cc(NC(=O)CN2CCNC(=O)C2)ccc1Cl	5%	-2%	46	-3%	6%	-5	-4%	0%	12%
CC(=O)NCC1(c2ccccc2)CCN(CC2COc3ccccc3O2)CC1 (stereo not drawn)	0%	0%	20	9%	?	29	nt	0%	nt
CC(C)CC1(C)NC(=O)N(Cc2cc([N+](=O)[O-])cc3c2OCOC3)C1=O (stereo not drawn)	-21%	-16%	27	5%	?	-2	-77%[inhibitor]	0%	7%
COC(=O)CCC(=O)Nc1ccc2oc3c(c2c1)CCCC3	17%	-2%	15	1%	-13%	2	-2%	1%	0%
Clc1ccc(-c2csc(=Nc3cccnc3)n2CCCn2ccnc2)cc1Cl	15µM*	-25%	-88*	-23%	10µM*	-2	0%	-8%	?
C=CCOc1ccc(C(=O)CC)cc1OC	7%	31%	0	26%	-3%	-2	-4%	14%	1%
CNc1nc(OCC(F)(F)F)nc(N2CCOCC2)n1	-4%	-2%	9	2%	0%	6	-3%	-2%	-3%
CCOc1[nH]n(-c2ccc(Cl)cc2)c(=O)c1C=Nc1ccc(Cl)cc1	-14%	1%	-27	-1%	0%	-2	-8%	-11%	-1%
O=C(N/N=C/c1cccc(OC(=O)c2cccc(Br)c2)c1)c1cccnc1	?	4%	-8	-2%	27%	15	1%	-7%	0%
O=C(Nc1ccc2oc(-c3cccnc3)nc2c1)c1ccco1	16%	10%	?	1%	-11%	4	-2%[9.22 µM]	-2%	-4%
Cn1nnnc1SCC(=O)N1CCN(C(=O)c2ccco2)CC1	1%	-14%	-9	-6%	9%	-4	-6%	-4%	0%
COc1ccc(N2CC(C(=O)Nc3ccc(S(=O)(=O)Nc4nc(C)cc(C)n4)cc3)CC2=O)cc1 (stereo not drawn)	6%	6%	15	23%	12%	4	-3%	-13%	?
O=[N+]([O-])c1ccc(Nc2cccc3c2[nH]c2c(-c4ccccc4)nccc23)c([N+](=O)[O-])c1	-28%	5%	14	8%	?	-8	1%	-9%	0%
CCOc1ccc(Cn2c(O)cc(=O)[nH]c2=O)cc1	14%	10%	3	2%	4%	-3	-32%[inhibitor]	9%	-3%
COc1ccc(C(=O)NNc2cc(C)nc(NNC(=O)c3ccc(OC)cc3)n2)cc1	0%	-5%	4	-1%	2%	2	-5%	-3%	4%
COc1ccc(N2Cc3cccc(C(=O)N4CCN(C(=O)c5ccco5)CC4)c3C2=O)cc1	0%	9%	-14	5%	15%	-4	-10%	-4%	1%
COc1cc(-c2cnc3c(NC(C)=O)cc(-c4cccc(C(=O)NCCO)c4)cn23)cc(OC)c1OC	0%	-2%	83	6%	6%	6	nt	-5%	nt
Nc1ccc(C(=O)N/N=C\c2cc(N=Nc3cccc4ccccc34)ccc2O)cc1	?	?	27	12µM*	?	-3	?	?	423%[0.0737 µM]
Cc1[nH]c2ccccc2c1C=NNC(=O)c1cc(-c2cccnc2)nc2ccccc12	2%	-1%	22	-5%	2%	0	-15%	-14%	?
CCCC(C(=O)Nc1ccncc1)c1ccccc1 (stereo not drawn)	0%	-7%	-27	-1%	0%	-16	?	-9%	-1%
Cc1cc(C)n(CC(C)NCc2cn[nH]c2-c2ccc(C)c(C)c2)n1 (stereo not drawn)	-1%	-10%	7	-4%	?	-3	0%	-4%	-2%
COc1ccc(NC(=O)NNC(=O)c2ccc3ccccc3c2O)c(OC)c1	8%	-9%	39	-25%	?	10	-14%	2%	4%
COc1cccc(C(=O)NCC2CCCN(C(=O)c3ccc(C=O)cc3)C2)c1OC (stereo not drawn)	nt	0%	-8	4%	nt	2	-7%	-2%	-9%
O=C(O)c1cc(N2C(=O)CCC2=O)ccc1NCc1cccnc1	-3%	3%	0	0%	9%	-8	-7%	1%	-2%
Cc1nn(CC(=O)NCc2ccc(N(C)C)cc2)c(=O)c2nn(-c3ccccc3)c(C)c12	1%	nt	nt	nt	?	-1	nt	-3%	nt
O=C(NCc1ccccn1)c1cc(Br)ccc1Cl	15%	19%	-9	22%	0%	5	9%	9%	6%
Cc1cccc(CS(=O)(=O)Cc2ccc(C(=O)NCCN3CCCCC3C)o2)c1 (stereo not drawn)	17%	2%	4	-1%	8%	-9	-1%	-7%	15%
O=C(COC(=O)c1cccnc1SCC(=O)NCc1ccccc1)NCc1ccccc1	-13%	-12%	7	?	-4%	1	?	?	16%
CCOC(=O)c1ccc(NC(=O)Cn2nnc3ccccc32)cc1	-22%	0%	15	-5%	-28%	4	-4%	-29%	0%
Cc1ccc(S(=O)(=O)NCC(=O)N(CC(=O)NC2CCCC2)CC2CCCO2)cc1 (stereo not drawn)	12%	14%	-10	18%	-7%	-14	9%	12%	-1%
COc1ccc(S(=O)(=O)N2CCOCC2)cc1NC(=O)COC(=O)c1ccc([N+](=O)[O-])s1	?	0%	8	-1%	-4%	-2	3%	12%	4%
FC(F)Oc1ccc(-c2c[n+]3c(n2-c2ccccc2)CCCCC3)cc1	?	?	?	?	29%	2	-4%	-6%	14%
COC(=O)c1cc(C(=O)Nc2ccc(Cl)cn2)cc([N+](=O)[O-])c1	-10%	23%	-18	?	-18%	17	-14%	-16%	10%
O=C(c1ccccc1)N1CCN(C(=O)c2ccccc2Br)CC1	-6%	-3%	?	0%	8%	3	-2%	-8%	-1%
Cc1ccc(S(=O)(=O)c2cc3ccccc3oc2=Nc2ccc3c(c2)OCCO3)cc1	-14%	-3%	14	7%	10µM*	11	-3%	-18%	2%
COC(=O)c1ccccc1NC(=O)Nc1ncccc1C	-1%	0%	27	5%	-15%	-2	21µM*	0%	2%
COc1ccc(NC(=O)CSc2ccccn2)c([N+](=O)[O-])c1	11%	2%	?	0%	-24%	5	-6%	-30%	1%
CCn1c(C)nc2cc(C(=O)N/N=C/c3ccccc3C)ccc21	0%	10%	?	-17%	52%	-7	-4%	2%	-4%
CCOC(=O)C1CCCN(C(=O)c2ccc(CS(=O)(=O)Cc3ccccc3C)o2)C1 (stereo not drawn)	8%	8%	0	0%	?	-9	-1%	-20%	6%
CC(C)Cn1c(Cc2ccccc2)n[nH]c1=S	4%	?	-1	?	-2%	-10	0%	5%	-2%
Cc1ccc(-c2ccc(CCC(=O)O)n2NC(N)=S)cc1	-1%	0%	7	15%	25%	-5	1%	79%[activator]	0%
CCC(C)c1ccccc1N1CC(C(=O)N(C)CC(=O)Nc2cccc(F)c2)CC1=O (stereo not drawn)	-14%	-4%	-61*	-6%	-9%	-19	?	-17%	-19%

Compound activity deposited in PubChem by National Center for Advancing Translational Sciences (NCATS).
